High-throughput results: PubChem BioAssay, The Scripps Research Institute Molecular Screening Center
MITF primary: inhibitors of human MITF; inhibition, % at 2.6 µM; AlphaScreen MITF homodimerization, bead proximity signal; AID 1259374; hit rate 0.91% among 650,000; in the data active = inhibition above about 50%;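 also: 0% = vehicle wells with protein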
Target sequence (O75030 whole entry, looked up): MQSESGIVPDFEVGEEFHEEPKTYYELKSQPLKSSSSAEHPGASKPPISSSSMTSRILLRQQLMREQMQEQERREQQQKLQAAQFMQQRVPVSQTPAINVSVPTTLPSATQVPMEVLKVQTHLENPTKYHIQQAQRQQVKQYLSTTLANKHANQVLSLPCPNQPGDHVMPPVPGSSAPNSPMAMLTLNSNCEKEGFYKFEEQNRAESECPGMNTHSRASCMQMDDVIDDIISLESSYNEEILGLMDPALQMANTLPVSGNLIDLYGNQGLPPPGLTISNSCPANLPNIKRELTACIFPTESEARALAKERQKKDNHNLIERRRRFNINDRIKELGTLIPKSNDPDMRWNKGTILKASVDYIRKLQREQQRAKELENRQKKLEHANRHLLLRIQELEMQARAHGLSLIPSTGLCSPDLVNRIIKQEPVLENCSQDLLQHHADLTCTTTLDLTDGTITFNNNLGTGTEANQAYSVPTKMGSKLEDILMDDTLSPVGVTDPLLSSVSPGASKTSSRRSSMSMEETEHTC
FBW7 act: human FBW7 E3 ligase activation, primary screen; Q969H0; AlphaScreen FBW7–phospho-cyclin E peptide binding, activator screen; normalized activity (activation), % at 26.1 µM; hit rate 0.13% among 650,000; AID 1259310; in the data active = normalized activity above about 1.9%;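 also: purified mutant Fbw7 with reduced substrate affinity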
TEAD-YAP inh: TEAD-YAP interaction inhibition; HEK-TIYL cells, TEAD-Gal4/YAP UAS-luciferase luminescence; inhibition, % at 9.12 µM; hit rate 1.4% among 640,000; AID 1259422; in the data active = inhibition above about 32%;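 also: 0% = median of test compound wells and 100% = reference inhibitor wells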
GPR151 activ: activates the human receptor GPR151 | Q8TDV0 | PathHunter beta-arrestin GPR151 cells, luminescence | activation, % at 11.2 µM | hit rate 1% among 650,000 | AID 1508602; in the data active = activation above about 4.9%;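 also: 0% = median of compound wells and 100% = cells with positive control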
Target sequence (Q8TDV0 whole entry, looked up): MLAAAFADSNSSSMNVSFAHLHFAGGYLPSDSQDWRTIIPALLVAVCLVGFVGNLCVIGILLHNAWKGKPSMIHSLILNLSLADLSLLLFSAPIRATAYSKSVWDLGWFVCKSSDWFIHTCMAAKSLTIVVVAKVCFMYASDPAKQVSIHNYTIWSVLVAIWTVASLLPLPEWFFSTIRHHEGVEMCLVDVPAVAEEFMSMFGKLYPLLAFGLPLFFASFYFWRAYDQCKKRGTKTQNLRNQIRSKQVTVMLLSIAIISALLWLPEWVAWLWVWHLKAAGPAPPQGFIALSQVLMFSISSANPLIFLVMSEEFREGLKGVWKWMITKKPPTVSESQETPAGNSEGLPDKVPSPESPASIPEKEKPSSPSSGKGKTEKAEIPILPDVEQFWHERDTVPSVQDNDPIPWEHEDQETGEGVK
Active calls of the source: *.

Screening CS(=O)(=O)c1cnc(-c2cccnc2)nc1-c1ccc(C(F)(F)F)cc1 returned MITF primary 11, FBW7 act 0.1, TEAD-YAP inh -5 and GPR151 activ -2.0.
COc1ccc(C2=N/C(=C\c3cccc([N+](=O)[O-])c3)C(=O)N2c2cccc(Cl)c2C)cc1Br was read as MITF primary -7, FBW7 act -0.1, TEAD-YAP inh -12 and GPR151 activ 1.8.
For CCOC(=O)c1c(C)c(C=O)n(C)c1C the results were MITF primary 8, FBW7 act -0.2, TEAD-YAP inh -3 and GPR151 activ -0.3.
COC(=O)C1CC(=O)N(C)C12CCN(C(=O)C1(c3ccc(OC)cc3)CCCC1)CC2 (stereo not drawn) was read as MITF primary 5, FBW7 act 0.3, TEAD-YAP inh 3 and GPR151 activ -1.1.
`O=C(NC(=S)NCCN1CCOCC1)c1ccco1` gave MITF primary -4, FBW7 act 0.0, TEAD-YAP inh 4 and GPR151 activ 0.8.
C=CCN1C(=O)C(C)(C)COc2ccc(NS(=O)(=O)Cc3cccc(C)c3)cc21 was read as MITF primary -16, FBW7 act 0.8, TEAD-YAP inh 10 and GPR151 activ 1.1.
`Cc1cc(Cl)ccc1NC(=S)NCCc1c[nH]c2ccccc12` gave MITF primary 6, FBW7 act -0.2, TEAD-YAP inh 3 and GPR151 activ 1.9.
Screening Cc1cccc(-n2c(SCC(=O)Nc3nccs3)nnc2-c2cccnc2)c1C returned MITF primary -24, FBW7 act -0.2, TEAD-YAP inh -1 and GPR151 activ -0.8.
Screening O=C1CCCC2=C1C(c1ccccc1F)n1ncnc1N2 (stereo not drawn) returned MITF primary 8, FBW7 act -0.1, TEAD-YAP inh 0 and GPR151 activ -0.9.
Screening CCOc1ccc2nc(NC(=O)c3cccc(C)c3[N+](=O)[O-])sc2c1 returned MITF primary 23, FBW7 act 0.1, TEAD-YAP inh 10 and GPR151 activ -2.0.
Screening CC(C)N(C(=O)COC(=O)c1ccc(NS(=O)(=O)/C=C/c2ccccc2)cc1)C(C)C returned MITF primary 10, FBW7 act -0.1, TEAD-YAP inh -3 and GPR151 activ -1.0.
Screening O=C(Cc1ccc(F)cc1)NC1(c2ccc3c(c2)OCO3)CCCC1 returned MITF primary -10, FBW7 act 0.2, TEAD-YAP inh -24 and GPR151 activ -0.2.
`O=C(CCc1ccco1)N1CCCC(CNS(=O)(=O)Cc2ccccc2)C1` (stereo not drawn) gave MITF primary 5, FBW7 act 0.2, TEAD-YAP inh 3 and GPR151 activ 0.2.
For O=C(Nc1ccc2c(c1)N(C(=O)C1CCCO1)CC2)c1cc2ccccc2oc1=O (stereo not drawn) the results were MITF primary -5, FBW7 act 0.0, TEAD-YAP inh 57* and GPR151 activ -0.8.
For COCCNC(=S)N/N=C(\C)c1ccc2c(c1)Nc1ccccc1S2 the results were MITF primary 1, FBW7 act -0.1, TEAD-YAP inh -1 and GPR151 activ -0.6.
For O=C(COc1ccccc1[N+](=O)[O-])N/N=C/c1ccncc1 the results were MITF primary 36, FBW7 act 0.3, TEAD-YAP inh -21 and GPR151 activ 0.3.
NS(=O)(=O)c1ccc(Nc2nccc(N3CCNCC3)n2)cc1 was read as MITF primary 0, FBW7 act -0.1, TEAD-YAP inh -4 and GPR151 activ -0.3.
For COc1ccccc1NC(=O)c1ccc(SCC(=O)NCCC(C)C)c([N+](=O)[O-])c1 the results were MITF primary 4, FBW7 act 0.1, TEAD-YAP inh 2 and GPR151 activ -0.1.
For N#CCCN(CCC#N)C(=O)/C(C#N)=C/c1ccc2c(c1)OCO2 the results were MITF primary -4, FBW7 act -0.2, TEAD-YAP inh 9 and GPR151 activ -1.2.
For Cc1cc(NC(=O)Cc2ccccc2)n(-c2nc(C)c(C)c(=O)[nH]2)n1 the results were MITF primary 24, FBW7 act 0.2, TEAD-YAP inh 8 and GPR151 activ -1.6.
For O=C(CCN1C(=O)C2CCCCC2C1=O)N1CCc2ccccc2C1 (stereo not drawn) the results were MITF primary 14, FBW7 act -0.1, TEAD-YAP inh -3 and GPR151 activ 0.1.
CCOCCCNCc1c(C(=O)O)c(C)n(Cc2c(F)cccc2Cl)c1C was read as MITF primary 6, FBW7 act 0.1, TEAD-YAP inh 3 and GPR151 activ -0.4.
For CCC(=O)Nc1scc(-c2ccc(Br)cc2)c1C(=O)OC the results were MITF primary -4, FBW7 act 0.2, TEAD-YAP inh 2 and GPR151 activ -0.3.
`Cc1ccc(/C=C2/C(=O)/C(=C/c3ccc(C)o3)C3CCC2N3C)o1` gave MITF primary 30, FBW7 act -0.2, TEAD-YAP inh 4 and GPR151 activ 0.9.
For CC(=O)c1c(C)oc2c(Br)cc(NS(=O)(=O)c3ccc(C)cc3)cc12 the results were MITF primary -3, FBW7 act 0.0, TEAD-YAP inh -2 and GPR151 activ -0.6.
Screening CS(=O)(=O)c1ccc(CC(=O)N2CCC(O)(c3ccccn3)CC2)cc1 returned MITF primary 6, FBW7 act 0.0, TEAD-YAP inh 11 and GPR151 activ 1.1.
For CCOC(=O)N1CCN(C(=O)C(C)N(c2cc(C)cc(C)c2)S(C)(=O)=O)CC1 (stereo not drawn) the results were MITF primary -2, FBW7 act 0.0, TEAD-YAP inh 6 and GPR151 activ 0.0.
For O=C(NCCc1c[nH]c2ccccc12)NC1CCCCC1 the results were MITF primary -6, FBW7 act -0.3, TEAD-YAP inh -7 and GPR151 activ 0.3.
CCCCOc1cccc(NC(=O)CSc2nnc(C)s2)c1 was read as MITF primary 5, FBW7 act 0.1, TEAD-YAP inh 8 and GPR151 activ -0.5.
`COC(=O)c1c(NC(=S)NC(=O)c2cccnc2)sc2c1CCCC2` gave MITF primary 11, FBW7 act 0.0, TEAD-YAP inh 0 and GPR151 activ -1.1.
`COc1cccc(-c2cccc3c2NC(=O)C3(C)Cc2c(C)noc2C)c1` (stereo not drawn) gave MITF primary 17, FBW7 act -0.1, TEAD-YAP inh -5 and GPR151 activ 0.8.
CC(O)CNC(=O)c1ccc(-c2nn(C)c(=O)c3ccccc23)cc1 (stereo not drawn) was read as MITF primary -6, FBW7 act 0.1, TEAD-YAP inh -4 and GPR151 activ 0.5.
`Cc1ccc(C)c(C2C(=O)c3ccccc3C2=O)c1` gave MITF primary 4, FBW7 act 0.0, TEAD-YAP inh -4 and GPR151 activ 0.3.
COc1cc(/C=C2/C(=N)N3N=C(C(F)(F)F)SC3=NC2=O)ccc1OCCOc1ccccc1Cl was read as MITF primary 16, FBW7 act 0.0, TEAD-YAP inh 2 and GPR151 activ -1.5.
For COc1cccc(CCc2nc3ccc(-c4cn[nH]c4)cc3s2)c1 the results were MITF primary 13, FBW7 act 0.9, TEAD-YAP inh -41 and GPR151 activ -0.7.
COC(=O)c1ccc(NC(=O)CN(c2ccc(F)cc2)S(C)(=O)=O)cc1 was read as MITF primary 1, FBW7 act 1.1, TEAD-YAP inh -11 and GPR151 activ -1.1.
For COc1ccccc1NC(=O)C(=O)NCc1cccnc1 the results were MITF primary 5, FBW7 act -0.1, TEAD-YAP inh -9 and GPR151 activ 0.4.
For COc1ccc(/C=C/C(=O)C2C(=O)C=C(C)OC2=O)cc1OC (stereo not drawn) the results were MITF primary 3, FBW7 act 0.8, TEAD-YAP inh -14 and GPR151 activ 0.1.
Screening COc1ccc(CN2C[C@@H]3C[C@@H](c4cn(C)nc4-c4ccccc4)N4CCC[C@@]34C2=O)cc1 returned MITF primary -2, FBW7 act 0.0, TEAD-YAP inh 4 and GPR151 activ -1.4.
`COc1ccccc1NC(=O)c1sc(N)c(C(=O)OC(C)C)c1C` gave MITF primary -2, FBW7 act 0.3, TEAD-YAP inh -16 and GPR151 activ 1.5.
`COc1ccc(-c2ccc(/C=N/NC(N)=O)o2)cc1` gave MITF primary 2, FBW7 act -0.3, TEAD-YAP inh -33 and GPR151 activ -0.8.
For CC(C)(C)N1C(=O)C2C(C(=O)Nc3cccc(Cl)c3)C3C=CC2(O3)C1C(=O)NC1CCCCC1 (stereo not drawn) the results were MITF primary 7, FBW7 act 0.1, TEAD-YAP inh 3 and GPR151 activ -0.1.
`CC1CCCCN1C(=O)CSc1nnc(-c2ccco2)n1CC1CCCO1` (stereo not drawn) gave MITF primary -6, FBW7 act -0.2, TEAD-YAP inh -2 and GPR151 activ 0.8.
Screening COc1cccc(NC(=O)C(CC(C)C)N2C(=O)c3ccccc3C2=O)c1 (stereo not drawn) returned MITF primary -22, FBW7 act 0.0, TEAD-YAP inh 8 and GPR151 activ 0.8.
For O=C(CCCOc1ccc(Cl)cc1Cl)NCCC1=CCCCC1 the results were MITF primary -4, FBW7 act -0.1, TEAD-YAP inh 3 and GPR151 activ -0.4.

Taken from above, two compounds:
Screening COc1cccc(NC(=O)C(CC(C)C)N2C(=O)c3ccccc3C2=O)c1 (stereo not drawn) returned MITF primary -22, FBW7 act 0.0, TEAD-YAP inh 8 and GPR151 activ 0.8.
For O=C(CCCOc1ccc(Cl)cc1Cl)NCCC1=CCCCC1 the results were MITF primary -4, FBW7 act -0.1, TEAD-YAP inh 3 and GPR151 activ -0.4.

The results go on:
For CC1CCc2c(sc(NC(=O)CCOc3ccccc3)c2C#N)C1 (stereo not drawn) the results were MITF primary 8, FBW7 act 0.0, TEAD-YAP inh 5 and GPR151 activ 0.4.
Screening CCCCCC(=O)Nc1ccc(C(=O)Nc2cc(C)ccc2C)cc1 returned MITF primary -7, FBW7 act 0.0, TEAD-YAP inh -3 and GPR151 activ -0.2.
`C#CCOC(=O)c1ccccc1C(=O)Nc1ccccc1OC` gave MITF primary 9, FBW7 act 0.2, TEAD-YAP inh 0 and GPR151 activ -0.9.
`COc1ccc(S(=O)(=O)N2CCCCC2)cc1NC(=S)Nc1ccc(C(C)=O)cc1` gave MITF primary -8, FBW7 act -0.2, TEAD-YAP inh -4 and GPR151 activ -0.8.
`Cc1cccc(NS(=O)(=O)c2ccc3c(c2)C(=O)c2cc(S(=O)(=O)Nc4cccc(C)c4)ccc2-3)c1` gave MITF primary -6, FBW7 act -0.2, TEAD-YAP inh -3 and GPR151 activ 0.5.
Screening Cc1ccc2nc(-c3cc(NC(=O)COc4ccccc4C)ccc3Cl)oc2c1 returned MITF primary 20, FBW7 act 0.2, TEAD-YAP inh 6 and GPR151 activ -1.5.
COc1cccc(C2C=C(c3cccs3)Nc3ncnn32)c1OC (stereo not drawn) was read as MITF primary -3, FBW7 act 0.0, TEAD-YAP inh 9 and GPR151 activ -0.8.
For COc1ccc(CNC(=O)c2nn3c(c2Cl)NC(c2ccco2)CC3C(F)(F)F)cc1 (stereo not drawn) the results were MITF primary -10, FBW7 act 0.0, TEAD-YAP inh -2 and GPR151 activ -0.2.
`COc1ccc(-c2nnc(SCC(=O)c3cccc(OC)c3)o2)cc1` gave MITF primary -2, FBW7 act -0.1, TEAD-YAP inh 5 and GPR151 activ -0.8.
Screening CCn1c(SCC(=O)NNC(=O)c2ccc(Cl)cc2)nnc1-c1cccs1 returned MITF primary 1, FBW7 act -0.2, TEAD-YAP inh 11 and GPR151 activ 2.0.
`CCOC(=O)c1c(C)oc2ccc(O)c(CN(C)C)c12` gave MITF primary 8, FBW7 act -0.1, TEAD-YAP inh 10 and GPR151 activ 1.4.
`Cc1cccc(NC(=O)c2ccc(F)c(S(=O)(=O)N3CCN(C4CCCCC4)CC3)c2)c1` gave MITF primary 10, FBW7 act 0.4, TEAD-YAP inh 8 and GPR151 activ 0.7.
CCCC(=O)c1ccc(N2CCN(C(=O)c3ccccc3)CC2)c(F)c1 was read as MITF primary -12, FBW7 act 0.1, TEAD-YAP inh 10 and GPR151 activ 1.4.
CC(C)(C)C1CCc2c(sc(NC(=O)c3nn4c(C(F)(F)F)cc(-c5ccccc5)nc4c3Br)c2C#N)C1 (stereo not drawn) was read as MITF primary -5, FBW7 act -0.2, TEAD-YAP inh -7 and GPR151 activ 0.5.
For CNC(=O)c1c(NC(=O)c2ccccc2F)sc2c1CCC(C(C)(C)C)C2 (stereo not drawn) the results were MITF primary -7, FBW7 act 0.2, TEAD-YAP inh -7 and GPR151 activ 2.9.

Of the compounds above, 8 contain a furan ring, fused or not:
`O=C(NC(=S)NCCN1CCOCC1)c1ccco1` gave MITF primary -4, FBW7 act 0.0, TEAD-YAP inh 4 and GPR151 activ 0.8.
`O=C(CCc1ccco1)N1CCCC(CNS(=O)(=O)Cc2ccccc2)C1` (stereo not drawn) gave MITF primary 5, FBW7 act 0.2, TEAD-YAP inh 3 and GPR151 activ 0.2.
`Cc1ccc(/C=C2/C(=O)/C(=C/c3ccc(C)o3)C3CCC2N3C)o1` gave MITF primary 30, FBW7 act -0.2, TEAD-YAP inh 4 and GPR151 activ 0.9.
For CC(=O)c1c(C)oc2c(Br)cc(NS(=O)(=O)c3ccc(C)cc3)cc12 the results were MITF primary -3, FBW7 act 0.0, TEAD-YAP inh -2 and GPR151 activ -0.6.
`COc1ccc(-c2ccc(/C=N/NC(N)=O)o2)cc1` gave MITF primary 2, FBW7 act -0.3, TEAD-YAP inh -33 and GPR151 activ -0.8.
`CC1CCCCN1C(=O)CSc1nnc(-c2ccco2)n1CC1CCCO1` (stereo not drawn) gave MITF primary -6, FBW7 act -0.2, TEAD-YAP inh -2 and GPR151 activ 0.8.
For COc1ccc(CNC(=O)c2nn3c(c2Cl)NC(c2ccco2)CC3C(F)(F)F)cc1 (stereo not drawn) the results were MITF primary -10, FBW7 act 0.0, TEAD-YAP inh -2 and GPR151 activ -0.2.
`CCOC(=O)c1c(C)oc2ccc(O)c(CN(C)C)c12` gave MITF primary 8, FBW7 act -0.1, TEAD-YAP inh 10 and GPR151 activ 1.4.

Rows are unselected. Share with any hit: about 3.4%.
